MEP2-GFP yeast = modulators of MEP2-GFP levels in yeast, primary screen, S. cerevisiae, multiplex flow cytometry, MLPCN library; S. cerevisiae MEP2-GFP strain, 3 h; 100% = DMSO control level; GFP response vs DMSO, % at 10 µM; actives 0.51% (n = 330,000); AID 2016, 2009;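 active means GFP response versus DMSO above a set limit, roughly screen mean plus 3 SD, cut at about 180% in these data; inconclusive means fewer than 70 cells counted for a yeast strain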;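 further: median GFP fluorescence of the barcode-gated MEP2-GFP cells per well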
AGP1-GFP MLPCN = modulators of AGP1-GFP expression in yeast TOR pathway, primary screen, cell-based, multiplex flow cytometry, S. cerevisiae, MLPCN library | 3 h; GFP as percent of DMSO wells | GFP response vs DMSO, % at 10 µM | actives 0.02% (n = 320,000);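 active means GFP response relative to DMSO above a set limit, near screen average plus 3 SD, cut at about 150% in these data; inconclusive means fewer than 70 cells counted for the yeast strain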;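 further: median GFP channel fluorescence of the gated AGP1 strain per well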
LAP4-GFP MLPCN = modulators of LAP4-GFP expression in yeast, primary screen, S. cerevisiae, multiplex flow cytometry, MLPCN library; AID 2023, 2009; actives 0.34% (n = 320,000); 3 h; median GFP as percent of DMSO wells; GFP response vs DMSO, % at 10 µM;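 active means GFP response vs DMSO above a set limit, about the screen mean plus 3 SD, cut at about 150% in these data; inconclusive means under 70 cell events counted for the yeast strain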
CIT2 TOR yeast = modulators of CIT2-GFP expression in yeast, primary screen, S. cerevisiae, GFP fusion, multiplex flow cytometry, MLPCN library; GFP response vs DMSO, % at 10 µM; actives 0.065% (n = 320,000); AID 2029, 2009; S. cerevisiae CIT2-GFP strain, 3 h; 100 means same as DMSO wells;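 active means GFP response relative to DMSO above a set limit, near the screen mean plus 3 SD, cut at about 150% in these data; inconclusive means Fewer than 70 cells measured for a yeast strain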;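 further: ratio of well median GFP fluorescence to mean of DMSO wells on the plate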
VLA-4 inh = inhibition in human VLA-4 binding assay, primary screen, VLA-4 allosteric modulator project, MLPCN library, flow cytometry, VLA-4 expressing cells; ligand binding flow cytometry; AID 2557, 2010; Integrin alpha-4 (Homo sapiens), P13612; inhibition, % (about 7 µM as worked out from the volumes in the protocol); actives 0.2% (n = 330,000); in the data active means inhibition above about 50%
Target sequence (P13612 whole entry, looked up): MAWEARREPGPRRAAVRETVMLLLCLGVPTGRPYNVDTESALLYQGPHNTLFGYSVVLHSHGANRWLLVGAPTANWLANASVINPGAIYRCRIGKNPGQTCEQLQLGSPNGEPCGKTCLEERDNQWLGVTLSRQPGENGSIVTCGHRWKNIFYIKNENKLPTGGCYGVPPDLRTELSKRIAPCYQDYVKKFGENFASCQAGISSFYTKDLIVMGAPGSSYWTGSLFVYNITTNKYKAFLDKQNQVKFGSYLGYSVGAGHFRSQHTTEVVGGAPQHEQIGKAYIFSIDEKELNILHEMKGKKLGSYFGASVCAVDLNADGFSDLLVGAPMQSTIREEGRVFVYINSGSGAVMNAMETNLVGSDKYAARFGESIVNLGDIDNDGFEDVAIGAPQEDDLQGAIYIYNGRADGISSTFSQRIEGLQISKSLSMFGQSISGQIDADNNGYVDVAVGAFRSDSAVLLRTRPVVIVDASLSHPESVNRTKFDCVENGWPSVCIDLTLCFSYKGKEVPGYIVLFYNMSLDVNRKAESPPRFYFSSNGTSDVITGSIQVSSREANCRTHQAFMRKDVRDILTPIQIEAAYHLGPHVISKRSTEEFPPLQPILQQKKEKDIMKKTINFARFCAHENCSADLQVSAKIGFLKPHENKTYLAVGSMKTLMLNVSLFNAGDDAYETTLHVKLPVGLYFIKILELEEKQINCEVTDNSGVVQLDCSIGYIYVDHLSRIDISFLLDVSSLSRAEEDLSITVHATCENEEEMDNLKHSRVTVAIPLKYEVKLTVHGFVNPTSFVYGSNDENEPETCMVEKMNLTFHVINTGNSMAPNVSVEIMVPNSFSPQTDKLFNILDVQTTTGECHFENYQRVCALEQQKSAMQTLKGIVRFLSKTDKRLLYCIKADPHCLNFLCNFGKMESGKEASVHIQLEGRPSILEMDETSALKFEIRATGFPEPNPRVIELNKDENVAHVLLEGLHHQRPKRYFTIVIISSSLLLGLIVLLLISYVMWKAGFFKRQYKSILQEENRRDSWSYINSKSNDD
GRK2 aptamer HTS = compounds blocking aptamer binding on GRK2 – biochemical, human GRK2, bead flow cytometry, HTS, primary screen | actives 0.59% (n = 330,000) | Beta-adrenergic receptor kinase 1 (Homo sapiens), P25098 | FAM-aptamer displacement from GRK2 | inhibition of aptamer binding, % at 10 µM;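 active means inhibition of aptamer binding above 40%, roughly 3 SD of noise, on plates passing a quality check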;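 further: median bead fluorescence of bound FAM aptamer so fluorescent compounds give negative values; no value below 0 was filed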
Yeast superoxide = reduction of superoxide in aged yeast, primary screen, HTS. S. cerevisiae aged cells, superoxide DHE fluorescence; stronger effect = lower value. superoxide response (% of plate mean), % at 10 µM. actives 0.18% (n = 330,000). AID 2690, 2010;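 active means superoxide response under a set limit, about three screen SD below normal, cut at about 65% in these data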;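 further: yeast aged for seven days with compound at 30 °C before DHE staining; 100% = average MFI of all compound-treated wells on the plate with controls excluded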
RPL19A TOR yeast = RPL19A-GFP expression modulators in yeast, primary screen, cell-based, S. cerevisiae, multiplex flow cytometry, MLPCN; percent response vs DMSO, % at 10 µM; S. cerevisiae RPL19A-GFP strain, 3 h; stronger effect = lower value; actives 0.3% (n = 330,000);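 active means percent response vs DMSO below 50%; inconclusive means fewer than 70 events counted for the yeast strain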;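 further: median channel GFP fluorescence of the barcoded RPL19A-GFP strain; ratio of sample median GFP to plate DMSO average so 100% = DMSO; lower means less RPL19A-GFP as with rapamycin TOR inhibition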
Starred values were filed as active, the others as inactive; ? = inconclusive; / = not tested or not shown; [ ] = remark or other dose.

SMILES	MEP2-GFP yeast	AGP1-GFP MLPCN	LAP4-GFP MLPCN	CIT2 TOR yeast	VLA-4 inh	GRK2 aptamer HTS	Yeast superoxide	RPL19A TOR yeast
CCc1nc(-n2[nH]c(=O)c3ccccc3c2=O)c2c3c(sc2n1)CCCC3	98	101	98	89	-4	0	120	98
Cc1ccc(-c2nc(CSCC(=O)NCc3cccnc3)c(C)o2)cc1	102	101	111	102	-3	0	107	102
COc1ccc(CC(=O)Nc2c3c(nn2-c2cccc(C)c2C)CS(=O)(=O)C3)cc1	102	105	103	101	10	3	113	94
CC(C)(C)c1cc(C(=O)Nc2cccnc2)cc(C(=O)Nc2cccnc2)c1	121	105	105	105	6	1	102	106
CCCCn1c(N)c(N(CC(C)C)C(=O)c2ccc(N(C)S(=O)(=O)c3ccc(C)cc3)cc2)c(=O)[nH]c1=O	97	109	112	102	4	0	96	94
CCn1c(=N)n(CC(=O)c2ccc(OC)c(OC)c2)c2ccccc21	94	90	93	105	-6	0	96	92
C=CCSc1nc(C)c(CCC(C)C)c(=O)[nH]1	111	99	99	100	6	1	106	100
CC(C)n1c(O)c(N=NC(=O)c2ccccc2NS(=O)(=O)c2cccs2)c2ccccc21	105	103	94	101	2	0	97	105
COc1ccc(N(CC(=O)NN=C2CCN(C)CC2)S(=O)(=O)c2ccc(NC(C)=O)cc2)cc1	103	108	97	111	17	0	116	105
COC(=O)[C@H](CCSC)NC(=O)Nc1ccc(C(C)=O)cc1	110	112	103	108	-1	0	99	105
CCOc1ccc2nc(SCC(=O)N3CCCCCC3)c(C#N)cc2c1	86	91	81	93	-1	0	109	90
Cc1ccccc1Cn1c(O)c(N=NC(=S)Nc2ccccc2F)c2ccccc21	108	92	97	99	5	3	100	112
CN(Cc1cnn(C)c1)C(=O)C1CCC(=O)N(Cc2cccc(C(F)(F)F)c2)C1 (stereo unspecified)	91	94	91	91	6	0	106	96
COc1ccccc1C(=O)NCc1ccccc1	105	95	104	94	-3	0	99	93
COc1ccccc1NC(=O)COC(=O)c1ccc([N+](=O)[O-])s1	105[may fluoresce violet]	10[may fluoresce violet]	53[may fluoresce violet]	?	-7	0	95	21*[may fluoresce violet]
Cc1ccc(S(=O)(=O)NNC(=S)Nc2cccc(F)c2)cc1	98	97	89	102	-13	0	116	99
CCCCNC(=O)C1CCN(c2nc(C)cc(C)n2)CC1	103	101	119	83	1	4	92	94
Clc1ncc(Cn2cccn2)s1	108	107	108	105	19	0	93	102
CCOC(=O)C1=c2s/c(=C\c3ccncc3)c(=O)n2C(N)=C(C(=O)OC)C1c1ccncc1 (stereo unspecified)	101	91	95	93	9	0	117	91
COCCOc1cc(NC(=O)c2sccc2Oc2ccc([N+](=O)[O-])cc2F)c(Cl)cc1Cl	90	92	94	103	0	2	97	93
COC(=O)c1cc(OC)c(OC)cc1NC(=S)N1CCCCC1	110	104	112	102	6	0	113	106
CC1(C)CC(=O)C=C(c2ccc3c(c2)OCO3)C1	103	112	113	101	7	0	95	106
O=C(Nc1ccccc1)Nc1ccc(C(=O)N2CCCC2)cc1	102	96	88	102	16	4	120	105
S=C(N/N=C/c1ccc(Br)cc1)N1CCCCC1	107	94	117	91	-8	3	99	97
O=C1C=C(c2ccc3c(c2)oc2ccccc23)C[C@@H](c2ccc3c(c2)OCO3)C1	106	100	104	100	-5	0	100	98

Single records, from the list above. Order of values: MEP2-GFP yeast | AGP1-GFP MLPCN | LAP4-GFP MLPCN | CIT2 TOR yeast | VLA-4 inh | GRK2 aptamer HTS | Yeast superoxide | RPL19A TOR yeast
Cc1ccc(-c2nc(CSCC(=O)NCc3cccnc3)c(C)o2)cc1 is entered as 102 | 101 | 111 | 102 | -3 | 0 | 107 | 102
Cc1ccccc1Cn1c(O)c(N=NC(=S)Nc2ccccc2F)c2ccccc21 is entered as 108 | 92 | 97 | 99 | 5 | 3 | 100 | 112

New compounds follow
SMILES	MEP2-GFP yeast	AGP1-GFP MLPCN	LAP4-GFP MLPCN	CIT2 TOR yeast	VLA-4 inh	GRK2 aptamer HTS	Yeast superoxide	RPL19A TOR yeast
CCOc1ccc(CN2CCNC(=O)C2CC(=O)NCCCC2CCCC2)cc1 (stereo unspecified)	100	96	71	105	7	0	80	104
Nc1cc(=O)nc(SCC(=O)NC2CCCCC2)n1-c1ccccc1	103	102	93	99	13	0	116	103
CCN(CC)S(=O)(=O)c1ccc(N2CCCC2)c(NS(=O)(=O)c2ccc(F)cc2)c1	99	96	100	96	9	0	114	99
Cc1ccc(-c2nc(CN3CCCC(C(=O)N4CCOCC4)C3)c(C)o2)cc1 (stereo unspecified)	93	95	108	95	3	1	104	104
Cc1ccc(NC(=O)COC(=O)c2ccccc2-c2nc3ccccc3s2)c(C)c1	103	93	92	97	24	0	120	98
O=c1cc(-c2ccc(O)cc2)oc2ccc(O)cc12	101	104	100	109	-55	0	88	104
COc1ccc(NC(=O)CN(C)C(=O)c2cc(-c3ccc(C)o3)nc3ccccc23)cc1	100	102	104	96	2	1	90	97
COCc1cc(=O)n2[nH]cc(-c3ccccc3)c2n1	109	102	95	103	7	1	102	106
CCn1ccc2cc(OC)ccc2c1=S	96	91	101	88	-9	6	104	97
O=C(Nc1ccnn1C1CCN(C(=O)c2ccc(F)c(Cl)c2)CC1)C1CC1	105	103	105	98	3	0	107	103
Cc1ccc(-c2nnc(N)o2)cc1	94	102	95	110	32	0	112	106
Cc1ccc(S(=O)(=O)/N=C/c2c(O)ccc3ccccc23)cc1	97	100	95	96	2	5	98	106
O=C(Cc1cccc2ccccc12)Nc1cccnc1	103	111	100	105	0	0	97	102
Cc1ccc(S(=O)(=O)N(C)C)cc1NC(=O)COC(=O)CCCOc1ccccc1	98	101	115	112	10	6	99	102
CCN(CC)C(=O)CSc1nc2sc3c(c2c(=O)n1CCOC)CCC3	103	92	86	97	0	1	100	100
COc1cccc(N2CC(=O)N(c3cccc(OC)c3)CC2=O)c1	102	102	96	103	21	3	106	103
CCN1CCN(Cc2ccc(NC(=O)c3ccc(C)c(NC(=O)c4ccc5n[nH]nc5c4)c3)cc2C(F)(F)F)CC1	97	88	123	98	-1	5	96	98
O=C(NCCc1c[nH]c2ccccc12)c1c(Cl)nc2sccn12	99	100	106	99	22	0	93	97
O=C(Cc1cccs1)NNC(=O)c1ccc(F)cc1	105	100	104	100	15	3	121	102
CCOc1ccccc1CN(CCc1ccc2c(c1)OCO2)Cc1ccccn1	106	107	104	109	2	1	102	105
CN(C)CCn1c2ccccc2c2nc3ccc([N+](=O)[O-])cc3cc21	105	/	/	/	-7	17	115	102
Cc1ccc(SCCNCc2ccco2)cc1	101	105	102	105	2	0	101	105
CCCc1nc(SCC(=O)Nc2ccccc2)c2c(=O)n(C)c(=O)n(C)c2n1	90	97	96	114	-3	2	103	98
CCOC(=O)/C(C#N)=C/N1CCOCC1	99	101	100	97	-5	0	107	96
c1ccc(OCc2nc(-c3ccccc3)no2)cc1	108	108	102	89	3	1	95	104
SMILES	MEP2-GFP yeast	AGP1-GFP MLPCN	LAP4-GFP MLPCN	CIT2 TOR yeast	VLA-4 inh	GRK2 aptamer HTS	Yeast superoxide	RPL19A TOR yeast
COc1cccc(C(=O)NNC(=O)Cc2ccc(Cl)cc2)c1	98	95	89	101	4	3	97	100
C/C(=N\Nc1nccnc1Cl)c1ccc([N+](=O)[O-])cc1	91	87	87	88	6	0	80	90
COc1ccc(NC(=O)CCNS(=O)(=O)c2ccc3c(c2)CC(C)N3C(C)=O)cc1 (stereo unspecified)	99	95	80	102	13	0	95	104
CC(C)n1c(=S)[nH]c2c1c(=O)[nH]c(=O)n2C	267*	34	90	116	-1	2	87	/
COc1ccc2c(c1)OC1=C(C(=O)CCC1)C2C1=C(O)CCCC1=O (stereo unspecified)	96	101	97	96	3	3	99	97
COc1ccc(CCCc2n[nH]c(=S)o2)cc1	97	91	105	107	-21	2	101	109
Cc1c(C(=O)OCC(=O)Nc2ccc(S(N)(=O)=O)cc2)oc2c1ccc1ccccc12	103	113	108	103	4	0	99	94
CCOC(=O)c1cnc2c(C)cc(Cl)cc2c1N1CCN(C)CC1	112	102	94	114	1	0	98	110
O=C(COC(=O)c1c(F)cccc1Cl)NCC1CCCCC1	114	104	100	110	-3	0	98	106
O=C(Cc1cccc(NC(=O)C2CCCN(C(=O)C3CC3)C2)c1)Nc1cccc(C(=O)N2CCCC2)c1 (stereo unspecified)	85	92	100	100	1	0	104	93
COc1ccc(CNc2oc(-c3ccccc3)nc2C#N)cc1	94	93	101	93	11	0	84	91
O=C(COc1cccc(Br)c1)N/N=C1\CCSC1	114	106	105	99	-6	0	107	100
Cc1cc(C(F)(F)F)nc2c(Cl)c(C(C)(C)C)nn12	96	108	106	99	6	2	98	99
O=C(COC(=O)c1cc(=O)c2ccccc2o1)NC1CCCC1	114	115	101	123	-4	0	100	115
COc1ccc(-c2nc(SCC(=O)Nc3nccs3)c(-c3ccc(Cl)cc3)[nH]2)cc1	96	96	96	93	-13	2	119	99
Cc1ccccc1C(=O)NNC(=S)NC(=O)c1cccnc1	103	93	100	94	3	0	107	97
Cc1cc(C)n2cc(COc3ccccc3)nc2n1	107	92	89	97	-5	11	99	95
NS(=O)(=O)c1ccc(NC(=O)c2ccc(Cl)c(S(=O)(=O)NCc3ccco3)c2)cc1	101	103	100	106	-1	0	91	101
COc1ccc(C2(c3ccc(OC)cc3)NC(=O)NC2=O)cc1	98	91	86	96	-2	2	102	94
O=C(Nc1ccc(O)c2c(=O)cc(-c3cccc(Cl)c3)oc12)c1ccccc1Cl	101	92	107	94	-3	2	96	98
COc1ccc(NS(=O)(=O)c2cn(C)c(=O)n(C)c2=O)c(OC)c1	92	101	107	88	10	1	102	93
CCOC(=O)Cc1csc(NC(=O)CSc2nncn2C)n1	?	?	?	?	8	0	94	?
Cc1ccc(CSc2nc(N)cc(N)n2)cc1	111	107	100	114	13	0	96	107
CC(C)CN1C(Nc2ccccc2)=NC[C@@H]1C	100	78	109	65	-5	0	109	93
O=C(O)C(Cc1ccccc1)N1C(=O)/C(=C/c2ccccc2)SC1=S (stereo unspecified)	83	83	76	84	18	0	97	85
SMILES	MEP2-GFP yeast	AGP1-GFP MLPCN	LAP4-GFP MLPCN	CIT2 TOR yeast	VLA-4 inh	GRK2 aptamer HTS	Yeast superoxide	RPL19A TOR yeast
COc1ccc(OC)c(Cc2nnc(CCC(=O)NC(C3CC3)C3CC3)o2)c1	104	101	95	106	-12	0	106	108
C/C(=N/NC(=O)c1ccc(Br)o1)c1cccs1	99	88	74	100	5	1	97	107
COc1cc(-n2c(C)nc3cc(C(=O)NCc4ccco4)ccc32)cc(OC)c1OC	98	102	103	102	-2	0	91	102
Cc1ccc(C)c(N2CCN(S(=O)(=O)c3csc(C(N)=O)c3)CC2)c1	108	92	96	94	2	0	98	96
CCC1=Nc2cc(C(=O)NCCCN3CCOCC3)ccc2Sc2ccc(Br)cc21	99	111	106	105	-6	0	96	103
COc1ccc(/C=N/Nc2nc(=O)[nH]nc2C)cc1[N+](=O)[O-]	101	97	95	101	11	1	103	100
COc1cc(/C=C/C(=O)OCC(=O)NCCc2ccccc2)ccc1OC(F)F	101	97	96	98	-2	3	99	101
C/C=C/C=[N+](\[O-])C(C)/C(=N/O)c1ccc(F)cc1 (stereo unspecified)	96	100	102	100	3	0	117	98
COc1ccc(NS(=O)(=O)c2cc(NC(=O)c3cc(F)c(F)c(F)c3F)ccc2N2CCCC2)cc1	105	101	97	101	-1	0	101	104

Source: PubChem BioAssay
